High-throughput results deposited in PubChem by several laboratories.
Hck-Nef inh – inhibitors of Nef-activated human Hck kinase, primary screen, biochemical, Z-Lyte FRET, 384-well, Hck-YEEI | Tyrosine-protein kinase HCK (Homo sapiens), P08631 | Recombinant Hck-YEEI plus Nef, Z-Lyte FRET kinase assay | inhibition, % at 20 µM | hit rate 0.68% among 220,000 | AID 463187, 2010;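 active means Hck-Nef kinase inhibition above about 50%, limit read from the data; inactive means inhibition below that limit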;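 further: 0% = DMSO with Hck plus Nef and 100% = Hck alone without Nef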
EP2 antag – human EP2 receptor antagonists, primary screen, TR-FRET cAMP, C6 glioma cells. Prostaglandin E2 receptor EP2 subtype (Homo sapiens), P43116. C6 glioma cells expressing human EP2; cells stimulated with saturating PGE2. AID 1422, 2008. inhibition, % at 25 µM. hit rate 0.52% among 260,000;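 active means percent inhibition above 40 after rounding to a whole number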;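 further: rat C6 glioma host cells with rolipram phosphodiesterase inhibitor present; the protocol text gives 20 µM as final concentration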
Target sequence (P43116 whole entry, looked up): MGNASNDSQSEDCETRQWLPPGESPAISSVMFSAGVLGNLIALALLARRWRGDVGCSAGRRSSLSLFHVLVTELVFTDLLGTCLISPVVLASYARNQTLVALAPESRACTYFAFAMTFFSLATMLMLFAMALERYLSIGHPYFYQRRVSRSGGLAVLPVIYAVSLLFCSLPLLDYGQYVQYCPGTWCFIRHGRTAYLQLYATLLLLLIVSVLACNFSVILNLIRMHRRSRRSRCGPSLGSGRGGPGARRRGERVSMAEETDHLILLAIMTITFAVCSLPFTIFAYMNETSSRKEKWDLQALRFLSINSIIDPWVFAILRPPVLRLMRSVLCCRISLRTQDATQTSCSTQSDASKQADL
TNF death inh – inhibitors of TNF-alpha triggered necroptosis, primary screen, cell-based, Jurkat FADD-/-, single concentration | hit rate 0.068% among 220,000 | Jurkat FADD-/- TNF necroptosis rescue, ATP luminescence, 24 h; 0 = TNF only, 100 = no-TNF cells | activation (protection from cell death), % at 10 µM;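 active means activation, meaning protection from cell death, of at least 50% relative to plate controls; inactive means activation below 50%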;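 further: necroptosis triggered by 40 ng/mL TNF-alpha added together with compound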
EP2 mod – EP2 receptor modulators, cAMP readout, primary screen, cell-based, HTRF cAMP, PGE2 stimulation; induction, % at 25 µM; AID 940, 2007; hit rate 0.83% among 260,000; EP2-expressing cells, cAMP HTRF FRET, PGE2 co-stimulation; Prostaglandin E2 receptor EP2 subtype (Homo sapiens), P43116;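 active means compounds whose cAMP rise, as percent of the full-agonist control response, exceeds 60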;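 further: rat C6 glioma line stably carrying human EP2 under a CMV promoter; the protocol text gives 20 µM as final concentration; 100% = response of wells given 1 µM PGE2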
zVAD death inh – inhibitors of zVAD-triggered necroptosis, primary screen, L929 cells; L929 zVAD necroptosis rescue, ATP luminescence, 24 h; with zVAD 60 µM; viability rescue, % at 10 µM; hit rate 0.38% among 220,000; AID 1377, 2008;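 active means activation, scaled between plate controls, above about 75%, limit read from the data; inactive means activation under that limit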;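 further: 0% = zVAD with DMSO and 100% = DMSO alone without zVAD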
Runt-CBFb FRET – inhibitors of RUNX1 Runt–CBFb binding, primary screen, biochemical, FRET, Cerulean-Runt, Venus-CBFb, uHTS | AID 1496, 2009 | Runt-related transcription factor 1 (Homo sapiens) + Core-binding factor subunit beta … | inhibition, % at 20 µM | Cerulean-Runt/Venus-CBFb FRET ratio 530/480, 1 h | hit rate 0.46% among 220,000;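 active means inhibition over about 50% at 20 µM in the single-dose screen, limit read from the data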;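 further: 0% = DMSO wells and 100% = excess unlabeled CBFb competitor control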
Target sequence (Q01196 whole entry, looked up): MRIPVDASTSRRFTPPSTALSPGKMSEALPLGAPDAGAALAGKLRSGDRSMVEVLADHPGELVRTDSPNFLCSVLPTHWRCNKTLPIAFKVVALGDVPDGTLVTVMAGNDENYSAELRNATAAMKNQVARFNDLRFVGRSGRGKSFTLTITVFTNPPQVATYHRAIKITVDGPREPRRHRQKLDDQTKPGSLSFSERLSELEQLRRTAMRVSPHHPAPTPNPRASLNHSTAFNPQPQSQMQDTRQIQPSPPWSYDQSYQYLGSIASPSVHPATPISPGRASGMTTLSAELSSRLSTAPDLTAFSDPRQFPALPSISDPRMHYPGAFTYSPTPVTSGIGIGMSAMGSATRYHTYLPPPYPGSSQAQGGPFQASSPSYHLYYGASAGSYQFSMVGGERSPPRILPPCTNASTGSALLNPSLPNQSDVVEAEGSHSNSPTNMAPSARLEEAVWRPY
Target sequence (Q13951 whole entry, looked up): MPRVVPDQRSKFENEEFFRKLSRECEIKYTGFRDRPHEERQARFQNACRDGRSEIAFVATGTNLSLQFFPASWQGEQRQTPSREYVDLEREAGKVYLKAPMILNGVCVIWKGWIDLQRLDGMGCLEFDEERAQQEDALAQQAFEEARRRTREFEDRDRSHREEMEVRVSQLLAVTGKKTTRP
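System: Cerulean-labeled Runt domain protein | Quantity: 100 nM of each labeled protein | Schedule: 1 h compound exposure, room temperature | Detection: Fluorescence energy transfer, 422 nm excitation, 530/480 nm emission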
PERK inhibitor – block of dimerizer-induced PERK translation repression, primary screen, PERK inhibitor project, CHO PERK-DD cells, SEAP luminescence, HTS. CHO PERK-DD fusion, SEAP luminescence translation reporter. inhibition, % at 5.6 µM. hit rate 0.17% among 220,000. AID 1416, 2008;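 active means inhibition above the mean inhibition of all tested compounds plus 3 SD, set separately per screening campaign, cut at about 2.9% in these data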;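 further: PERK kinase domain activated by AP20187 dimerizer at 100 nM; 0% = DMSO with dimerizer and 100% = rapamycin at 8.4 µM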
RBBP9 inhibitor – human RBBP9 inhibitors, primary screen, biochemical, fluorescence polarization, FP-Rh probe, HTS; Serine hydrolase RBBP9 (Homo sapiens), O75884; recombinant RBBP9; inhibition, % at 7.94 µM; hit rate 0.2% among 220,000; AID 1515, 2009;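 active means inhibition above the campaign mean of all tested compounds plus 3 SD, cut at about 14% in these data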;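 further: plate controls were DMSO wells with RBBP9 for no effect and wells lacking RBBP9 protein for full effect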
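Test system – recombinant human RBBP9 · Input – RBBP9 2.5 µM in dispensing solution, pre-mixing · Medium – Tris buffer pH 8.0, NaCl, Pluronic · Schedule – preincubation 30 min plus labeling 45 min at 25 °C · Measured by – fluorescence polarization · Measure – % inhibition · Controls – DMSO and no-protein wells · Replicates – one well per compound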
Runt-SMMHC FRET – inhibitors of RUNX1 Runt–CBFb-SMMHC binding, primary screen, biochemical, FRET, Cerulean-Runt, Venus-CBFb-SMMHC, uHTS. Runt-related transcription factor 1 (Homo sapiens) + Core-binding factor subunit beta …. Cerulean-Runt/Venus-CBFb-SMMHC FRET ratio 530/480, 1 h. inhibition, % at 20 µM. hit rate 0.74% among 220,000;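 active means mean inhibition across duplicate retests at 20 µM reaching about 50%, limit read from the data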;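 further: 0% = DMSO wells and 100% = wells with excess untagged CBFb-SMMHC; inhibitors lower the FRET ratio by blocking Runt binding to CBFb-SMMHC; some results filed as inactive read as strong as hits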
* = called active by the depositor; . = not tested or not shown; & = joins results of further samples. A portion of the library; the hit share may differ from the screen's.

SMILES | Hck-Nef inh | EP2 antag | TNF death inh | EP2 mod | zVAD death inh | Runt-CBFb FRET | PERK inhibitor | RBBP9 inhibitor | Runt-SMMHC FRET
Cc1cccc(-n2c(C)cc(C)c(C#N)c2=O)c1 | 26 | 6 | 0.8 | 10 | 1.1 | 2 | -0.4 | -10 | 3
CCN(CCCNC(=O)CNC(=O)Cn1cnc2ccccc2c1=O)c1ccccc1 | -2 | 3 | 0.1 | -1 | 2.7 | 1 | 0.3 | -8 | 2
Cc1ccc(NC(=O)C(=O)NCC2CCCO2)cc1C (stereo not given) | 23 | 6 | 1.0 | -33 | 0.7 | 2 | 1.2 | 13 | -3
Cc1ccc(C2=C/C(=C/c3cccs3)C(=O)O2)cc1 | 3 | 10 | 0.6 | -7 | 1.5 | -12 | 1.6 | 4 | -71
Cc1ccc(-c2nc(CSCC(=O)NCCN3CCN(Cc4ccccc4)CC3)c(C)o2)cc1 | 0 | 0 | -8.2 | -1 | 0.6 | -1 | -0.7 | 0 | -4
COc1cccc(NC(=O)C2CCCN(S(=O)(=O)c3cccc4nsnc34)C2)c1 (stereo not given) | 1 | 12 | -0.3 | -14 | 1.3 | 3 | -1.3 | -1 | -3
O=C(CNc1ccccc1F)N/N=C/C1CC=CCC1 (stereo not given) | 13 | 6 | 1.0 | -24 | 1.2 | 1 | 0.0 | -7 | -3
CC(=O)c1cc(NC(=O)c2ccc(C)cc2)c(=O)oc1C | 25 | 3 | -1.5 | 37 | 0.9 | 10 | 1.6 | -9 | 5
Cc1ccc(N2CC(=O)Nc3c(oc4nc(-c5ccccc5)cc(C)c34)C2=O)cc1 | 17 | 7 | 2.4 | -24 | 0.0 | -4 | -0.6 | -8 | -4
COc1ccc(NC(=O)C2CC(=O)N/C(=N/NC(=O)c3ccc(Cl)cc3)S2)cc1 (stereo not given) | 10 | 4 | 0.8 | -13 | 0.7 | 0 | 1.8 | 2 | 0
CSCCNC(=O)c1cccc(Cl)c1 | -17 | 5 | 1.1 | -31 | -0.3 | 1 | -0.4 | -8 | 2
CCOC(=O)CNC(=O)CSc1nnnn1-c1ccc(C)c(C)c1 | 0 | 13 | -2.5 | -40 | 0.2 | -1 | 0.2 | 2 | 0
COc1c(O)ccc2c1CN1CCc3cc4c(cc3C1C2)OCO4 (stereo not given) | -50 | 14 | 5.5 | 16 | 0.7 | 67* | 0.9 | -2 | 78*
O=C(O)Cc1cc(C(=O)Nc2ccc(Br)cc2)sc1-c1ccccc1 | 7 | 21 | 0.8 | -24 | 0.9 | -6 | 2.0 | -3 | -11
Cc1ccc(OCC(=O)Nc2ccc(F)cc2)cc1C | 9 | 6 | -0.5 | -29 | -1.0 | 0 | 1.0 | -4 | 1
Cc1cc(-c2nnc(CCC(=O)N(CC3CCC3)CC3CCCO3)o2)no1 (stereo not given) | 15 | 5 | -0.5 | 17 | 0.3 | 0 | -0.7 | -3 | 3
O=c1c(Cl)c(NCc2ccco2)cnn1C12CC3CC(CC(C3)C1)C2 | -3 | 6 | 0.8 | -34 | 46 | 0 | 0.1 | -1 | -9
CS(=O)(=O)N(CC(=O)Nc1ccc2c(c1)OCCO2)Cc1ccccc1 | -2 | 6 | 0.0 | 44 | 0.3 | 1 | -0.5 | -4 | 7
O=C(Nc1ccc(-c2cn3c(n2)SCC3)cc1)c1ccc2ccccc2n1 | 27 | 4 | -3.0 | -12 | 0.7 | -1 | 0.8 | -10 | -7
Cc1ccc(C)c(NC(=O)CS(=O)(=O)c2c[nH]c3ccccc23)c1 | 0 | 15 | 0.4 | 18 | 2.6 | -2 | 0.9 | -1 | 3
CC1Cc2ccccc2N1C(=O)c1cnsn1 (stereo not given) | 1 | 11 | 0.1 | 7 | -0.5 | 0 | -0.3 | -10 | 1
CC(=O)C1=C(O)C(=O)N(c2cccc(C(=O)O)c2)C1c1ccc(F)cc1 (stereo not given) | 1 | 10 | 1.3 | 20 | 0.8 | 0 | 2.3 | 1 | 0
CCc1nc(SCC(=O)Nc2nc3c(s2)CCCC3)c2ccccc2n1 | 4 | 12&13 | -1.5 | 87* | 0.2 | . | 0.5 | -4 | -1
CCOC(=O)C(Sc1cc(-c2ccccc2)nc2ncnn12)C(C)=O (stereo not given) | 8 | 6 | 0.1 | 16 | 0.8 | 1 | 0.1 | -9 | 1
CCC(C)(C(=O)NC1CCCCC1)N(C(=O)c1cnccn1)c1c(C)n(C)n(-c2ccccc2)c1=O (stereo not given) | 0 | 5 | 0.5 | 24 | 0.4 | 1 | 1.7 | 8 | 3

Three compounds already listed, arranged by molar mass, largest number first:
SMILES | Hck-Nef inh | EP2 antag | TNF death inh | EP2 mod | zVAD death inh | Runt-CBFb FRET | PERK inhibitor | RBBP9 inhibitor | Runt-SMMHC FRET
CCC(C)(C(=O)NC1CCCCC1)N(C(=O)c1cnccn1)c1c(C)n(C)n(-c2ccccc2)c1=O (stereo not given) | 0 | 5 | 0.5 | 24 | 0.4 | 1 | 1.7 | 8 | 3
CS(=O)(=O)N(CC(=O)Nc1ccc2c(c1)OCCO2)Cc1ccccc1 | -2 | 6 | 0.0 | 44 | 0.3 | 1 | -0.5 | -4 | 7
CCOC(=O)CNC(=O)CSc1nnnn1-c1ccc(C)c(C)c1 | 0 | 13 | -2.5 | -40 | 0.2 | -1 | 0.2 | 2 | 0

The listing picks up; the 2 compounds before the break are reprinted first.
SMILES | Hck-Nef inh | EP2 antag | TNF death inh | EP2 mod | zVAD death inh | Runt-CBFb FRET | PERK inhibitor | RBBP9 inhibitor | Runt-SMMHC FRET
CCOC(=O)C(Sc1cc(-c2ccccc2)nc2ncnn12)C(C)=O (stereo not given) | 8 | 6 | 0.1 | 16 | 0.8 | 1 | 0.1 | -9 | 1
CCC(C)(C(=O)NC1CCCCC1)N(C(=O)c1cnccn1)c1c(C)n(C)n(-c2ccccc2)c1=O (stereo not given) | 0 | 5 | 0.5 | 24 | 0.4 | 1 | 1.7 | 8 | 3
CC(C)c1ccccc1NC(=O)COc1ccc(C(=O)NCCc2ccccc2)cc1 | -1 | 14 | 1.5 | -88 | 7.9 | 0 | -1.7 | -12 | 3
CCCCNc1nc2ccccc2[nH]1 | -21 | 13 | 0.0 | -6 | -1.0 | 1 | -1.9 | -8 | -6
CCOC(=O)c1cc(-c2csc(Nc3c(C)cc(C)cc3C)n2)on1 | 6 | 31 | -1.3 | -35 | 0.1 | -3 | 1.3 | 2 | -2
O=C(O)c1cc(=O)c2cc(Cl)ccc2o1 | 1 | 6 | 0.3 | 20 | 0.1 | 1 | 1.0 | 2 | -3
NC(=O)NC1NC(=O)NC1=O (stereo not given) | 1 | 14&11 | 1.9 | 1&20 | 1.2 | -1 | 1.5 | -5 | -1
Cc1nn(Cc2ccccc2Cl)c(C)c1NC(=O)Cn1nc([N+](=O)[O-])c(Cl)c1C | -16 | 12 | -0.1 | -4 | 0.0 | 3 | -0.6 | -4 | 4
COc1ccccc1NC(=O)CSc1nc2ncccc2[nH]1 | 0 | 6 | -1.1 | -2 | 0.1 | -2 | 0.1 | -5 | 2
CCS(=O)(=O)N1CCC(C(=O)NCCc2ccc(OC)c(OC)c2)CC1 | 0 | 6 | 0.7 | -7 | 0.0 | -1 | 0.3 | -3 | -1
C=CCNC(=O)C1CC(=O)N(c2ccc(C)cc2)C1 (stereo not given) | 0 | 7 | -1.3 | -9 | 0.2 | 0 | 0.9 | -5 | -2
COC(=O)c1cc(=O)n(Cc2ccc(OC)c(OC)c2)c(=Nc2ccc(F)cc2)s1 | 3 | 9 | -7.2 | 15 | -1.1 | -10 | 0.6 | -12 | -7
CN1CCC(N(C)C(=O)c2sc3cc(F)ccc3c2Cl)CC1 | -4 | 4 | 2.6 | -10 | 2.6 | 1 | 1.0 | -5 | 2
COc1ccc(NC(=O)C2(N(CC(C)C)C(=O)Cn3nnnc3N)CCCCC2)cc1 | -5 | . | 1.8 | 15 | 0.0 | 2 | 1.1 | -5 | 0
CCc1c(O)nc(SCc2nc3ccccc3c(=O)[nH]2)[nH]c1=O | 17 | 3 | 2.4 | 29 | 1.7 | 2 | -0.6 | -4 | -1
O=S1(=O)CC2N=C(N(Cc3ccc(F)cc3Cl)c3ccccc3F)SC2C1 (stereo not given) | 3 | 8 | -1.0 | 10 | 1.0 | -3 | -0.5 | -2 | 0
Cc1cc(NC(=O)CSc2nc3ccsc3c(=O)n2NC(=O)c2ccccc2)no1 | -13 | 8 | -0.1 | 16 | 0.8 | 1 | -0.3 | -8 | -5
CC1(C)NC(=O)N(CC(O)COc2ccccc2C(=O)N2CCCCC2)C1=O (stereo not given) | 1 | 11 | 1.1 | 3 | 0.0 | 3 | -0.4 | -2 | 4
CCOC(=O)c1c(NC(=O)c2ccccc2C)sc2c1CC(C)(C)OC2 | 0 | 12 | 0.5 | 29 | 0.3 | -2 | -1.1 | -5 | 2
O=C(CCNS(=O)(=O)c1ccccc1F)NCc1ccc2c(c1)OCO2 | -1 | 19 | 2.3 | -10 | 0.7 | -2 | -0.4 | -10 | -37
Cc1cc(C(=O)CSc2nnc(NCc3ccccc3)s2)c(C)n1C | 2 | 15 | -11 | -21 | 1.4 | 2 | -0.4 | -9 | -9
CCN(CCCNC(=O)c1c(C)cc(=O)oc1C)c1cccc(C)c1 | 0 | 6 | -0.6 | 11 | -0.4 | 2 | -1.8 | -11 | 3
Cc1ccc(S(=O)(=O)NCc2cn3ccsc3n2)c(C)c1 | 3 | 9 | -1.4 | -12 | 0.3 | -2 | 0.7 | -2 | -5
O=C(Nc1cccc(S(=O)(=O)Nc2ccc(Cl)cc2)c1)c1cc2c(s1)CCCC2 | -1 | 3 | 2.1 | -2 | 7.8 | 2 | -0.4 | -56 | -1
Cc1ccc(C(=O)Nn2cnnc2)cc1[N+](=O)[O-] | 0 | 9 | -1.7 | . | -0.1 | . | 1.1 | 0 | .

Taken from above:
For Runt-SMMHC FRET, Cc1ccc(OCC(=O)Nc2ccc(F)cc2)cc1C reads 1
For EP2 antag, O=C(CNc1ccccc1F)N/N=C/C1CC=CCC1 (stereo not given) reads 6
For EP2 antag, CCc1c(O)nc(SCc2nc3ccccc3c(=O)[nH]2)[nH]c1=O reads 3
